TSHR antag – Antagonists of the Thyroid Stimulating Hormone Receptor: HTS campaign. Thyrotropin receptor (Homo sapiens), P16473. TSHR-expressing cells, TSH-stimulated cAMP HTRF, 2 h; hits give low values. activity change, negative = inhibition, % at 11.5 µM. actives 0.2% (n = 330,000). AID 504810, 2011;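 active means activity change below a set negative limit, meaning inhibition stronger than a set level, cut at about -70% in these data; inconclusive means activity change between two set negative limits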; further: on the % scale 0 is the no-effect control and ±100 the full control effect
Target sequence (P16473 whole entry, looked up): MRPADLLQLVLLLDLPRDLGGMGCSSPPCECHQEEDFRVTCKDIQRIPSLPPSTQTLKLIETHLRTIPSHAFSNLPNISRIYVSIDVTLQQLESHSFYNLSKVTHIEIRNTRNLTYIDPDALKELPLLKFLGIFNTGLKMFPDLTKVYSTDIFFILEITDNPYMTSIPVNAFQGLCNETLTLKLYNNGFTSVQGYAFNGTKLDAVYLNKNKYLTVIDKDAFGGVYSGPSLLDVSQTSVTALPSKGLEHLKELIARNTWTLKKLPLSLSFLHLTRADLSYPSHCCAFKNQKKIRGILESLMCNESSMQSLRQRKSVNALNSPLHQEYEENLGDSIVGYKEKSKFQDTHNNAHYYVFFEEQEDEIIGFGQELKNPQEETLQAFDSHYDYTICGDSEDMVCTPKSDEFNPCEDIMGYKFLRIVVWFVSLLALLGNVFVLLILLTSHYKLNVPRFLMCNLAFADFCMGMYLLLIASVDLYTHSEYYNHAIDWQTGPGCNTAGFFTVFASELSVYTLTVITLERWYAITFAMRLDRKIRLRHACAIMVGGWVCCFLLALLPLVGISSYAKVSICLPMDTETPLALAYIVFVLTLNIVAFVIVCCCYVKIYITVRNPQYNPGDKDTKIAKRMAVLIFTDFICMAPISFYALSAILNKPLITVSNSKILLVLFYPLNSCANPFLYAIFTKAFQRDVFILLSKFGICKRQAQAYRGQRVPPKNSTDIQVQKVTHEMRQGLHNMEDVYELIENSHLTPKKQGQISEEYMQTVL
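Cell-based HTRF cAMP assay; TSHR cells + compound, TSH EC80 (4nM final), 2 h, 37 deg C. Lysis with anti-cAMP cryptate and cAMP-d2, 30 min RT, read 665/620 nm.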
TRPV1 agonist – HTS Assay for Compounds that Act as Agonists of the Vanilloid Receptor 1. Transient receptor potential cation channel subfamily V member 1 (Homo sapiens), Q8NER1. TRPV1-expressing cells, Fluo-8 calcium influx, agonist mode. activation, % at 8.33 µM. actives 0.19% (n = 320,000); in the data active means activation above about 80%; inconclusive means between about 30% and that limit; further: 0% is about no effect
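Fluo-8 calcium influx in TRPV1-expressing cells, kinetic read (ex 480/em 520 nm). Compound added and read 3 min for agonist activity, followed by capsaicin at EC20 final and 2 min further read for enhancement.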
TCR activator – Activators of T cell receptors: qHTS campaign | primary human leukocytes, anti-CD3, IL-2 HTRF, 48 h | Potency, µM (top dose mostly 9.22 µM), for the others: top-dose activation of IL-2 secretion, most hits filed as activators | 330,000 tested, under 10 active; further: % of control where 0% means no effect
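HTRF read-out of IL-2 secretion: europium cryptate donor excited at 320nm, d2 acceptor emission at 665nm. Cells were primary human leukocytes incubated 48 hr with compounds and a-CD3 beads, supplying TCR signal only.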
AT treatment – qHTS Assay for Identifying a Potential Treatment of Ataxia-Telangiectasia; AID 485349, 2010; […] A-T fibroblasts, KAP-1 phosphorylation AlphaLISA; neocarzinostatin DNA damage 30 min before lysis; actives 0.19% (n = 320,000); Potency, µM (top dose mostly 57.5 µM), inactives show top-dose activation, most hits filed as activators; further: potency means the concentration at half of the fitted maximal effect; % of control where 0% means no effect; nearly all actives have a fitted effect of over 45% in size
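hTERT-immortalized A-T patient fibroblasts ([…]), 500 cells/well in OPTI-MEM, 1% FBS, got compounds for 60 min, then NCS for 30 min at 37C. Lysates were then assayed for phospho-KAP-1 by AlphaLISA (anti-pKAP1 donor, anti-KAP1 acceptor beads), 6 hr at 25C.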
KCNH2 3.1 inh – qHTS for Inhibitors of KCHN2 3.1: Mutant qHTS. U2OS KCNH2 3.1, thallium flux FluxOr; hits give low values. activity change, % (tested at about 1.8 µM). actives 0.95% (n = 340,000). AID 720553, 2013;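 active means maximum activity change below -70%; inconclusive means maximum activity change from -70% to -50%; inactive means maximum activity change above -50%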;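 further: thallium influx rate constant from kinetic fluorescence after stimulation buffer; on the % scale 0 is the no-effect control and ±100 the full control effect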
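Thallium flux read-out: FluxOr dye with Red40 quencher in HBSS/HEPES, 45 min at RT. Rate constants from kinetic reads were normalized to positive and negative DMSO controls. Cells: U2OS virally expressing the 3.1 isoform.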
Eya2 inh – qHTS Assay for Inhibitors of the Phosphatase Activity of Eya2 | Protein phosphatase EYA2 (Homo sapiens), O00167 | actives 0.006% (n = 330,000) | Potency, µM (highest dose often 76.9 µM), for inactives: at the highest dose activity, negative = inhibition, actives largely listed as inhibitors | recombinant Eya2, OMFP fluorescence dephosphorylation (OMFP is methylfluorescein phosphate); further: potency means the concentration at half of the fitted maximal effect; on the % scale 0 is the no-effect control and ±100 the full control effect
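Eya2 (0.2 uM) preincubated 10 min at ambient with compound, then OMFP substrate added at 50 uM; 10 min reaction in 50 mM HEPES pH 7.5, 50 mM NaCl, 5 uM MgCl2, 0.05% BSA, 1 mM DTT. Fluorescence read at Ex 485/Em 525 nm.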
KCNH2 WT inh – qHTS for Inhibitors of KCHN2 3.1: Wildtype qHTS. Voltage-gated inwardly rectifying potassium channel KCNH2 (Homo sapiens), Q12809. U2OS, BacMam KCNH2, thallium flux FluxOr; hits give low values. activity change, % at 1.84 µM. actives 0.37% (n = 340,000);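 active means maximum activity change below -70%; inconclusive means maximum activity change between -70% and -50%; inactive means maximum activity change above -50%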; further: on the % scale 0 is the no-effect control and ±100 the full control effect
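U2OS cells were transduced with wild-type KCNH2 virus (2.03 x 10^8 / mL) for 4 h at room temperature, then cultured overnight at 37 C. Thallium flux was read with FluxOr dye. Rate constants were normalized to DMSO controls.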
USP2a block – qHTS Assay for Inhibitors of Ubiquitin-specific Protease USP2a Using CHOP2 as the Reporter; USP2 core, Ub-CHOP2 coupled fluorogenic reporter, 485/531; actives 0.01% (n = 330,000); Potency, µM (doses to about 38.3 µM), inactives show top-dose activity change, negative = inhibition, most hits filed as inhibitors; Ubiquitin carboxyl-terminal hydrolase 2 (Homo sapiens), O75604; AID 463254, 2010;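 further: potency means the concentration at half of the fitted maximal effect; plate controls were DMSO wells for no effect and full inhibition by NEM control for full effect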
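Deubiquitinase activity read as fluorescence (485/531 nm) after Ub-CHOP2 cleavage activates the enterokinase reporter on its substrate; USP2 core 10nM, Ub-CHOP2 and substrate 25nM each, 30min compound preincubation then 60min RT; data normalized to NEM, curves fitted.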
ELG1 DNA repair – qHTS screen for small molecules that inhibit ELG1-dependent DNA repair in human embryonic kidney (HEK293T) cells expressing luciferase-tagged ELG1 | actives 2.3% (n = 330,000) | HEK293T ELG1-luciferase reporter, luminescence, 16 h; DNA damage induced by 5-fluorouridine | Potency, µM (titrated, usually from 46.1 µM), for the others: top-dose activity change, negative = inhibition, most hits filed as inhibitors; further: potency means the concentration at half of the fitted maximal effect; on the % scale 0 is the no-effect control and ±100 the full control effect; nearly all actives have a fitted effect of over 55% in size
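Reporter activity after DNA damage by 5-fluorouridine is monitored. Compound-treated cells incubate 16 hr at 37 °C, then ONE-Glo is added for 30 min before luminescence reading.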
Mito fusion act – qHTS Assay for Small Molecule Inhibitors of Mitochondrial Division or Activators of Mitochondrial Fusion. S. cerevisiae fusion-defective mutant growth rescue, CellTiterGlo 48 h. Potency, µM (highest dose often 46.1 µM), without a hit: top-dose growth rescue (activation), most hits filed as activators. actives 0.23% (n = 320,000);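 further: potency means the concentration at half of the fitted maximal effect; % of control where 0% means no effect; nearly all actives have a fitted effect of over 45% in size; temperature-sensitive fusion mutants such as fzo1-1 at 37 °C on non-fermentable ethanol glycerol medium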
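Growth-rescue viability read-out: after 48 h at the non-permissive 37C in glycerol/ethanol YPEG, yeast mitochondrial fusion mutants are measured by CellTiterGlo luminescence; compounds (23 nl pinned per well) restoring growth score as division inhibitors or fusion activators.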
* = called active by the depositor; ? = inconclusive; . = not tested or not shown; [ ] = dose if it differs, or a comment. Unless noted, the call rests on the fitted dose curve; in most records, active means well fitted curve in the direction sought with a large enough effect; inconclusive means small, poorly fitted or top-dose-only effect, or another doubt; inactive means no such curve, though single readings can be large; an effect the other way counts as inactive or inconclusive.

item	structure	TSHR antag	TRPV1 agonist	TCR activator	AT treatment	KCNH2 3.1 inh
1	Cc1ccc(N2CCN(S(=O)(=O)c3ccc4c(c3)n(C)c(=O)c(=O)n4C)CC2C)cc1 (stereo not drawn)	0	1	0%[46.1 µM]	5%	-19
2	Cc1c(CCOC(=O)c2cccc([N+](=O)[O-])c2)sc[n+]1CC(=O)c1ccccc1	-6	1	-39%	3%	-8
3	O=C(CSc1nnc(-c2ccco2)n1Cc1ccco1)Nc1ccccc1	0	-3	1%	-1%	-8
4	COc1ccccc1NS(=O)(=O)c1ccc(C)c(NC(=O)NC2CCCCC2)c1	-6	4	-4%[46.1 µM]	.	0
5	COc1cccc(C(=O)NN2CC(O)=C(c3nc4ccccc4n3C)C2=N)c1	6	-7	.	-7%	.
6	O=C(CN(Cc1ccc(F)cc1)C(=O)c1ccco1)NCc1ccc(F)cc1	-4	3	-4%	7%	-18
7	Cc1ccc(NC(=O)CC(C)N2CCCC2)cc1 (stereo not drawn)	5	1	2%	-1%	7
8	CCOC(=O)N1CCN(Cc2nc3cc(NC(=O)CC(C)C)ccc3n2CC)CC1	-1	0	12%	-11%	-12
9	CC(=O)Nc1ccc(S(=O)(=O)NCC(=O)OCC(=O)N2CCCCCC2)cc1	-5	-1	5%	-19%	-7
10	Cc1cc(C)cc(NC(=O)CSc2nnc(CN3CCOCC3)n2C)c1	16	7	-14%[46.1 µM]	-3%	3
11	O=C(CN1CCC(n2nnc3cc(F)ccc32)CC1)Nc1ccc2c(c1)CCC2	-3	3	-8%	10%	-29
12	Cn1c(/C=C/c2cccc([N+](=O)[O-])c2)c([N+](=O)[O-])c(=O)n(C)c1=O	-10	-6	.	4%	1

item	Eya2 inh	KCNH2 WT inh	USP2a block	ELG1 DNA repair	Mito fusion act
1	-12%	-3	0%	-9%	-15%
2	1%	6	0%	?	4%
3	13%	-1	-7%	?	3%
4	2%	3	1%	?	-4%
5	5%	.	3%	-10%	-7%
6	-1%	3	0%	1%	3%
7	-4%	-18	2%	6%	5%
8	1%	8	1%	?	-7%
9	-15%	-4	-1%	11%	-2%
10	-8%	-3	1%	?	-6%
11	-18%	-15	-1%	?	?
12	-3%	-7	0%	?	-12%

The list continues:
item	structure	TSHR antag	TRPV1 agonist	TCR activator	AT treatment	KCNH2 3.1 inh
13	O=C(CN1CCN(c2ccccn2)CC1)Nc1ccc(F)c(F)c1	-2	4	4%	-29%	0
14	Cc1nc2cc(NC(=O)Nc3ccc(N4CCOCC4)cc3)ccc2n1C	-4	1	6%	-7%	1
15	CCOC(=O)C1=C(N)OC2=C(C(=O)CCC2)C1c1ccccc1OC (stereo not drawn)	-8	-2	-1%	-3%	-7
16	O=C(COc1ccc(C2SCCS2)cc1)Nc1ccc(Cl)cc1	-6	?	0%	8%	-3
17	Cc1ccsc1C(=O)N1CCCC(CCC(=O)NCc2ccc(F)c(F)c2)C1 (stereo not drawn)	-4	?	2%	4%	5
18	O=[N+]([O-])c1ccc(N2CCN(S(=O)(=O)c3ccc(Cl)cc3)CC2)cc1NCC1CCCO1 (stereo not drawn)	2	5	.	5%	-10
19	CCCNC(=O)c1onc(CSc2ccc(F)cc2)c1C(=O)NCCOC	-4	0	4%	8%	-4
20	CCCCN(C(=O)CC1CCCC1)c1c(N)n(CCC)c(=O)[nH]c1=O	7	8	3%	-2%	-1
21	CC(=O)N1CCN(CC(=O)Nc2cccc(S(=O)(=O)N3CCCCC3)c2)CC1	-10	.	4%	17%	-16
22	CCOC(=O)c1nc(Nc2ccc(C)cc2)c2ccccc2n1	-10	?	-6%	1%	-11
23	O=C(Nc1ncn[nH]1)c1ccc(Cl)c(Cl)c1	10	-3	6%	0%	-1
24	CC(NC(=O)c1cccc(S(=O)(=O)N2CCN(C)CC2)c1)C1CC2CCC1C2 (stereo not drawn)	-6	6	2%	2%	-1

item	Eya2 inh	KCNH2 WT inh	USP2a block	ELG1 DNA repair	Mito fusion act
13	-5%	3	-5%	1%	1%
14	-20%	-8	3%	17%	0%
15	4%	-10	-1%	13%	1%
16	2%	1	0%	-2%	2%
17	-11%	-21	-2%	?	-2%
18	-4%	51	0%	3%	0%
19	-12%	-6	2%	1%	3%
20	8%	-2	3%	-8%	1%
21	7%	-12	3%	-8%	.
22	-1%	10	3%	?	5%
23	12%	-10	-1%	11%	3%
24	-12%	-1	1%	5%	4%

Continued:
item	structure	TSHR antag	TRPV1 agonist	TCR activator	AT treatment	KCNH2 3.1 inh
25	COCCn1c(SCC#N)nnc1-c1ccc(OC)cc1	3	-1	-8%[46.1 µM]	1%	0
26	Cc1cc(NS(=O)(=O)c2ccc(NC(=O)c3ccc([N+](=O)[O-])s3)cc2)nc(C)n1	.	.	-7%	-9%	-8
27	COc1ccc(NC(=O)N2CCCC2C(=O)Nc2ccc(C)cc2C)cc1 (stereo not drawn)	-9	4	-4%	-5%	34
28	c1ccc2[nH]c(C3CC3)nc2c1	4	0	6%	-1%	-2
29	O=C(Nc1cc(N2CCCCC2)ncn1)c1ccc(F)cc1	-13	25	6%	-1%	18
30	Cc1ccc(OC(=O)c2ccncc2)c(C)c1	-8	-2	.	2%	8
31	Cc1ccc(C)c(S(=O)(=O)NCC(=O)NCc2ccco2)c1	15	-5	-7%[46.1 µM]	5%	20
32	CC1CCN(C(=O)CN(Cc2ccc(Cl)cc2)S(C)(=O)=O)CC1	-4	4	-6%	-2%	-11
33	Cc1nc2ncnn2c(C)c1CCC(=O)N1CCOCC1	1	-2	-4%	-14%	19
34	CC(C)c1ccc(S(=O)(=O)N2CCN(C(C)C(=O)Nc3ccccc3-c3ccccc3)CC2)cc1 (stereo not drawn)	-2	2	-1%[46.1 µM]	1%	4
35	CCN(CC(=O)NCc1ccc(Cl)cc1)C(=O)CSc1ccccc1	-8	29	6%	-5%	-15
36	Cc1ccc(S(=O)(=O)N(C)CC(=O)N2CC(C)OC(C)C2)cc1 (stereo not drawn)	0	0	-2%	21%	-5
37	NS(=O)(=O)c1ccc(NS(=O)(=O)c2ccc(NC(=S)Nc3ccccc3)cc2)cc1	9	0	-1%[46.1 µM]	-1%	-4

item	Eya2 inh	KCNH2 WT inh	USP2a block	ELG1 DNA repair	Mito fusion act
25	-1%	-5	2%	-3%	1%
26	-25%	-3	4%	?	.
27	-5%	2	-1%	1%	5%
28	2%	-5	1%	?	7%
29	-2%	1	1%	16%	16%
30	2%	2	-8%	16%	-3%
31	-4%	-2	3%	0%	-2%
32	-17%	-2	-1%	-9%	2%
33	-19%	-7	-1%	0%	-1%
34	5%	0	2%	-3%	4%
35	5%	5	2%	-4%	5%
36	-16%	24	0%	-1%	-1%
37	-25%	1	3%	15%	-4%

An excerpt from above in order of the TRPV1 agonist value, descending.
no.	smiles	TSHR antag	TRPV1 agonist	TCR activator	Eya2 inh
35	CCN(CC(=O)NCc1ccc(Cl)cc1)C(=O)CSc1ccccc1	-8	29	6%	5%
28	c1ccc2[nH]c(C3CC3)nc2c1	4	0	6%	2%
30	Cc1ccc(OC(=O)c2ccncc2)c(C)c1	-8	-2	.	2%

Source: PubChem BioAssay

Some of the compounds tested; rates above refer to the full screens.
